HP1b chromo inh: HP1-beta chromodomain-methylated histone interaction inhibition; P83916; AlphaScreen HP1-beta / biotin-H3K9me3 peptide binding; Potency, µM (series often up to 114 µM), for inactives: top-dose activity change, negative = inhibition, usual class: inhibitors; 0.56% of 390,000 active; further: potency means the concentration at half of the fitted maximal effect; nearly all actives have a fitted effect of over 70% in size; inactives centre near 23
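HP1-beta protein (50 nM final) preincubated 30 min at room temperature with biotinylated H3(1-18)K9me3 peptide (50 nM) in PBS pH 7.4, 0.01% Tween-20, then compound added for 30 min. AlphaScreen streptavidin donor/nickel chelate acceptor beads (10 ug/mL final), 30 min dark, luminescence read.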
GLS inh: inhibitors of human glutaminase (GLS); AID 624170; 0.21% of 410,000 active; O94925; GLS enzymatic activity, qHTS titration; Potency, µM (top dose mostly 45.5 µM), for inactives: at the highest dose activity change, negative = inhibition, usual class: inhibitors; further: potency means the concentration at half of the fitted maximal effect; on the % scale 0 is the no-effect control and ±100 the full control effect
Target sequence (O94925 whole entry, looked up): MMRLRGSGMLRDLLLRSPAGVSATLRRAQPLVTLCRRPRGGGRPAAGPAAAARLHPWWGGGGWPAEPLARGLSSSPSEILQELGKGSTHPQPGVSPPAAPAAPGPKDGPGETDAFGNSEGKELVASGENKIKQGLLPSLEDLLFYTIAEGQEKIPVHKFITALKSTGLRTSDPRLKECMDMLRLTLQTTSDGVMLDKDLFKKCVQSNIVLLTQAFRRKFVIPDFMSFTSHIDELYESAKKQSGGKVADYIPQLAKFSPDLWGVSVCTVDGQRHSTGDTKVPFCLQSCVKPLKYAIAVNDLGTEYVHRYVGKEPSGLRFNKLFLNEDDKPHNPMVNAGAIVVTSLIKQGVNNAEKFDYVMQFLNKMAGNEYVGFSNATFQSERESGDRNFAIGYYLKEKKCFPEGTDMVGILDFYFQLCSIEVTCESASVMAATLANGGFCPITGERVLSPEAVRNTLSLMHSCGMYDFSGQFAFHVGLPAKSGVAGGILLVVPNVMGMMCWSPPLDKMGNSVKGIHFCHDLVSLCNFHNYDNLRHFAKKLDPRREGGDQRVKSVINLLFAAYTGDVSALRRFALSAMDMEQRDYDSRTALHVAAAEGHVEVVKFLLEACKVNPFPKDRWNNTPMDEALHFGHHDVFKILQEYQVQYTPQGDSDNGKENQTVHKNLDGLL
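hKGA in 45 mM KH2PO4 (pH 8.2), 0.02% Tween-20 with compound, then 1mM L-Glutamine (stock as added) plus glutamate oxidase/HRP/Amplex red coupling mix. Fluorescence read initially and after 30 min at RT; signal change reflects glutamate formation.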
Tb PGK inh: blocks T. brucei phosphoglycerate kinase; P07378; PGK/GAPDH coupled, Kinase-Glo luminescence, 60 min; Potency, µM (highest dose often 57.5 µM), for the others: top-dose activity change, negative = inhibition, actives largely listed as inhibitors; 0.043% of 380,000 active; AID 602233; further: potency means the concentration at half of the fitted maximal effect; on the % scale 0 is the no-effect control and ±100 the full control effect; nearly all actives have a fitted effect of over 60% in size
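Recombinant glycosomal PGK reaction used 1,3-bisphosphoglycerate generated in-well by GAPDH (100nM final) in 100mM TEA pH 7.6, 5mM MgCl2, 0.01% Tween-20. After 60 minutes at room temperature, ATP was read by Kinase-Glo Plus luminescence end-point.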
Pol eta inh: inhibitors of human DNA polymerase eta; Q9Y253; recombinant Pol eta, fluorescent DNA replication assay; Potency, µM (doses to about 114 µM), for the others: at the highest dose activity change, negative = inhibition, actives largely listed as inhibitors; 1.2% of 390,000 active; AID 588591; further: potency means the concentration at half of the fitted maximal effect; on the % scale 0 is the no-effect control and ±100 the full control effect
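Pol eta at 10 nM preincubated with compounds 15 min at room temperature; reaction started with fluorescent substrate (50 nM final) and read kinetically at 0 and 10 min.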
JMJD2A Tudor inh: inhibitors of human JMJD2A Tudor domain | O75164 | AlphaScreen JMJD2A-Tudor / H3K4me3 peptide binding | Potency, µM (top dose mostly 114 µM), without a hit: top-dose activity change, negative = inhibition, usual class: inhibitors | 4.4% of 390,000 active; further: potency means the concentration at half of the fitted maximal effect; on the % scale 0 is the no-effect control and ±100 the full control effect; nearly all actives have a fitted effect of over 50% in size
G9a block: G9a (human) methyltransferase inhibition; G9a H3K9 monomethylation, AlphaScreen, 2 h; Potency, µM (top dose mostly 102 µM), for inactives: at the top dose activity, negative = inhibition, usual class: inhibitors; 8.8% of 350,000 active; further: potency means the concentration at half of the fitted maximal effect; on the % scale 0 is the no-effect control and ±100 the full control effect; nearly all actives have a fitted effect of over 75% in size
Target sequence (Q96KQ7 913-1193 limits assumed): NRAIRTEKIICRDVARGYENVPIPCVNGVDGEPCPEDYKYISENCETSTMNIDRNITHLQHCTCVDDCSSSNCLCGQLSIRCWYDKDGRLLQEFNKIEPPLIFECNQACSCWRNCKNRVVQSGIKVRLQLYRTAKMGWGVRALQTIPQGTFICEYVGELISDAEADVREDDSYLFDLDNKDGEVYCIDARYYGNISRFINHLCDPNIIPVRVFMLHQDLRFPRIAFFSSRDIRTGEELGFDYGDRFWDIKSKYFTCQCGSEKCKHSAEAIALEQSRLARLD
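Compounds were preincubated with 20 nM G9a for 15 min, after which biotinylated H3K9 peptide (500 nM) and SAM (20 uM) started a 2 h room-temperature reaction. Monomethylated product was quantified by antibody-based AlphaScreen chemiluminescence.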
BAZ2B inh: blocks human BAZ2B | AlphaScreen BAZ2B-H3K14Ac peptide displacement | AID 504333 | Q9UIF8 | 4.4% of 360,000 active | Potency, µM (titrated, usually from 114 µM), for inactives: at the highest dose activity change, negative = inhibition, usual class: inhibitors; further: potency means the concentration at half of the fitted maximal effect; on the % scale 0 is the no-effect control and ±100 the full control effect; nearly all actives have a fitted effect of over 60% in size
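AlphaScreen displacement of biotin-H3(5-23)K14Ac peptide (50 nM final) from BAZ2B (50 nM final) in PBS pH 7.4, 0.01% Tween-20; complex preformed 30 min RT, then compounds (top 110 uM) 30 min RT, beads 20 min dark.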
PI4K2A inh: PI4K2A (human) kinase inhibition; Q9BTU6; purified PI4K2A, ADP-Glo luminescence, 1 h; hits give low values; activity change, negative = inhibition, % at 76.9 µM; 0.13% of 420,000 active; in the data active means activity change below about -50%; inconclusive means mostly about -30% to -49%;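 further: -100% = wells without enzyme as full effect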
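PI4K2A activity was measured by ADP-Glo luminescence: enzyme (4 ug/mL stock) and phosphatidylinositol (1.2 mM stock) in Tris pH 7.5/MgCl2/EGTA/Triton X-100 buffer were reacted with ATP (300 microM stock) for one hour at ambient temperature.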
Pin1 inhibitor: human Pin1 inhibition; Pin1 FP peptide displacement, HiFluor488, 10 min; Q13526; 0.009% of 390,000 active; Potency, µM (series often up to 115 µM), for the others: at the highest dose activity, negative = inhibition, hits mostly inhibitors; active means well fitted inhibition curve with a large enough effect in the polarisation, with a control signal flat, not every such curve was filed as active; inconclusive means small, poorly fitted or top-dose-only effect, or effect the other way, or a change in a side signal; inactive means no such curve, though single readings can be large or run the other way; the % refers to the polarisation; further: potency means the concentration at half of the fitted maximal effect; on the % scale 0 is the no-effect control and ±100 the full control effect
Target sequence (Q13526 whole entry, looked up): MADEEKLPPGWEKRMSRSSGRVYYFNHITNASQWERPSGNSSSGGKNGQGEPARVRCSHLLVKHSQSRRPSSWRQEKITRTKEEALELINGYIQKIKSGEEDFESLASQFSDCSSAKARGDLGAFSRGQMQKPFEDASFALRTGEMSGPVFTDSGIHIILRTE
The depositor's hits bear a star; i = inactive; ? = inconclusive; . = not tested or not shown; [ ] = remark or other dose. Unless noted, the call rests on the fitted dose curve; in most records, active means well fitted curve in the direction sought with a large enough effect; inconclusive means small, poorly fitted or top-dose-only effect, or another doubt; inactive means no such curve, though single readings can be large; an effect the other way counts as inactive or inconclusive. Some of the compounds tested. The share of hits here may be higher or lower than overall.

Tb PGK inh | Pol eta inh | HP1b chromo inh | PI4K2A inh | G9a block | Pin1 inhibitor | BAZ2B inh | GLS inh | JMJD2A Tudor inh | SMILES
3% | -11% | 25% | 2 | 5%[2.33 µM] | 3% | 4% | 0% | -6% | CC1(C2CC2)NC(=O)N(CC(=O)Nc2ccc(C(F)(F)F)cc2)C1=O (stereo not drawn)
-3% | -15% | 33% | 4 | -14% | ? | -12% | -4% | 10% | O=C(Cn1c(=O)oc2ccccc21)Nc1ccc(Cl)cc1Cl
-10% | -2% | 45%[activator] | -1 | ? | -16% | -2% | -19% | ? | O=C(O)c1cc(-c2ccccc2)n(-c2ccccc2)n1
-2% | 0% | 27% | -50* | -32%[12.7 µM] | -5% | -2% | 9% | -7% | CCCC(=O)N(c1ccc2oc(=O)sc2c1)S(=O)(=O)c1ccccc1
-4% | -10% | 43%[activator] | 3 | -18% | -9% | -25% | -1% | -4% | Cc1cc(NS(=O)(=O)c2ccc(NC(=S)NCc3ccccc3)cc2)no1
-7% | -5% | 30% | -2 | . | 0% | -2% | -1% | -31% | COc1ccc(Cn2ccnc2CO)cc1[N+](=O)[O-]
i | -16% | 59%[activator] | 10 | 3%[59 µM] | 13% | 23% | 4% | -20% | CC(=O)N1CCOc2cc(S(=O)(=O)Nc3cc(C(F)(F)F)ccc3Cl)c(C)cc21
i | -11% | 14% | 2 | 6%[12.7 µM] | 7% | -26% | -6% | -32% | COc1cc(C(=O)N/C(=C\c2cn(C)c3ccccc23)C(=O)N2CCN(C)CC2)cc(OC)c1OC
10% | 2% | 49%[activator] | 2 | ? | -1% | -10% | 5% | -5% | Cc1ccc(Cl)cc1NC(=O)c1sc2nc(C)c(C)c(C)c2c1N
-5% | -10% | -20% | -2 | -37% | -3% | -5% | -1% | -13% | CC1(C)C2([N+](=O)[O-])CN3CC1([N+](=O)[O-])CN(C2)C3C(O)C(O)C(O)CO (stereo not drawn)
6% | -1% | 29% | 7 | . | 0% | . | -5% | -10% | O=S(=O)(Cc1ccccc1)CS(=O)(=O)Cc1ccccc1
-9% | -12% | 23% | -1 | 1%[59 µM] | -2% | 11% | -9% | -15% | Cc1ccc(C)c(N2CCN(S(=O)(=O)c3ccc(-c4cc(C(F)(F)F)on4)s3)CC2)c1
4% | -8% | 41%[activator] | -4 | 7% | -1% | -2% | -13% | -1% | CC(C)(C)c1ccc(C(=O)O)c(C(=O)c2ccccc2)c1
-3% | -1% | . | 1 | . | . | . | -2% | . | CSc1ncccc1C(=O)OCC(=O)c1ccc(Cl)s1
-8% | -13% | 14% | 0 | 8%[12.7 µM] | -7% | -13% | 8% | -23% | CCO[C@@H]1OC(C(=O)NCc2ccccc2)=C[C@H](c2ccc3c(c2)OCO3)[C@H]1CCCO
. | -9% | 47%[activator] | -6 | 1% | 6% | ? | 4% | -16% | N#CCC(=O)c1ccccc1Oc1ccc(Cl)cc1
-4% | ? | 28% | -2 | . | 0% | . | 0% | -10% | CCOc1cc(C(=O)NCC(C)(C)CNC(=O)c2cc(OCC)c(OCC)c(OCC)c2)cc(OCC)c1OCC
-7% | -5% | 16% | 0 | -37% | -1% | -15% | -7% | -11% | O=C1CN(C(=O)COC(=O)c2ccccc2O)c2ccccc2N1
-7% | -24% | 59%[activator] | 3 | -15% | 12% | -26% | -12% | -15% | CC1CCCC(NC(=O)CN2C(=O)c3cccnc3Oc3ccc(Cl)cc32)C1C (stereo not drawn)
-3% | -12% | -18% | -5 | -20%[59 µM] | 13% | -38% | 13% | ? | COc1ccc(/C=N/Nc2c(Cl)cc(Cl)cc2Cl)cc1CN1CCOCC1
i | -7% | 27% | 2 | ? | 1% | -2% | -7% | -7% | COc1ccc(-c2noc(CSc3nc4ccccc4c(=O)n3-c3ccc(C)cc3)n2)cc1
. | -4% | 11% | 7 | -24%[12.7 µM] | -4% | 3% | -1% | -9% | CC(C)CN(CC(C)C)S(=O)(=O)N1CCC(C(=O)NC2CCCCCCC2)CC1
i | -4% | ? | -1 | -11%[2.33 µM] | -9% | 22µM* | 6% | 3.2µM* | COc1ccc(CN2CCN(Cc3cccc(F)c3)CC2)cc1OC
4% | -7% | -23% | -5 | ? | -14% | 35µM* | 0% | -17% | O=S(=O)(c1ccccc1)c1nc(-c2cccs2)oc1N1CCCCC1
-4% | ? | 1% | -6 | 5%[12.7 µM] | 4% | -5% | -6% | -27% | O=C(Nc1ccc(N2CCN(C(=O)c3ccco3)CC2)c(Cl)c1)c1cc2ccccc2o1
-8% | -1% | 35% | 8 | -28%[12.7 µM] | -2% | 1% | ? | -2% | CC(C)N(O)C(=O)NC(C)(C)C
-4% | -6% | 49%[activator] | -3 | 50µM* | 1% | -5% | -5% | 2% | Cc1c(Cl)cccc1NC(=O)CCN1C(=O)NC(C)(C)C1=O
-7% | -1% | 25% | 3 | -11% | 2% | -5% | 28% | -12% | CC1=C(C(=O)OCC2CCCO2)C(c2ccc(O)cc2)NC(=O)N1 (stereo not drawn)
-4% | -20% | 37% | 5 | -8% | 6% | -7% | -18% | 13% | CCC1(C)CC(=O)N(c2ccc(F)c(Cl)c2)C(=O)C1
-5% | 2% | 11% | -5 | 8%[59 µM] | -8% | -29% | 0% | -24% | COc1ccc(N(CC(=O)Nc2ccccc2OC)S(=O)(=O)c2ccc(OC)c(OC)c2)cc1
9% | 5% | 23% | 0 | 3%[59 µM] | 18% | 5% | 6% | -6% | Cc1ccc(-c2cc(C(=O)N3CCN(S(=O)(=O)c4ccc(Br)s4)CC3)[nH]n2)c(C)c1
-2% | 8% | 13% | -1 | -13% | 19% | 23% | 11% | -9% | COc1ccc(S(=O)(=O)N2CCN(C)CC2)cc1Br
-4% | -20% | 19% | -5 | 31%[59 µM] | -5% | -4% | -3% | ? | Cc1ccccc1C(=O)NC1CCN(CC(=O)Nc2nccs2)CC1
. | 6% | 24% | 1 | 8%[12.7 µM] | -7% | -36% | 0% | -13% | COc1cccc(/C=N/NC(=O)CCc2ccccc2)c1
-1% | -21% | 19% | 0 | -1% | -2% | -2% | 2% | -6% | O=C(CN1C(=O)c2ccccc2S1(=O)=O)NCc1c(F)cccc1F
-5% | -23% | 2% | 6 | 23%[59 µM] | 13% | -35% | -10% | -26% | O=C(CN1CCCN(Cc2cccc(Cl)c2)S1(=O)=O)Nc1ccc2c(c1)OCCO2
7% | -19% | 65%[activator] | -2 | 40µM* | -7% | -2% | 4% | -1% | CCc1nc(N2CCC(C)CC2)c2oc3ccccc3c2n1
4% | -5% | 30%[activator] | -6 | 17% | 6% | -24% | . | -2% | Cc1ccc(S(=O)(=O)N2CCN(C(=O)c3ccccc3)CC2)cc1
-5% | -5% | 11% | -13 | . | 16% | -11% | 5% | -22% | O=C1CC(c2ccccc2)CC(O)=C1C=Nc1ccc(O)cc1 (stereo not drawn)
-2% | -22% | 26% | -1 | 3.5µM* | 8% | -29% | 3% | 13µM* | CC(=O)C1=C(C)NC(SCC(=O)c2ccc(F)cc2)=C(C#N)C1CC(C)C (stereo not drawn)
10% | -2% | 25% | -3 | 10%[59 µM] | 3% | -11% | 12% | 0% | Cc1ncc([N+](=O)[O-])n1CCOC(=O)Nc1ccc([N+](=O)[O-])cc1
-5% | -12% | 23%[57 µM] | -7 | . | -1% | . | 5% | -14% | CCOC(=O)C(Cc1c[nH]c2ccc([N+](=O)[O-])cc12)(NC(C)=O)C(=O)OCC
5% | -11% | ? | 1 | 45µM* | 3% | 45µM* | ? | 56µM* | COc1cc(/C=N/NC(=O)CCn2cnc(-c3ccccc3)c2-c2ccccc2)ccc1O
-7% | -23% | 18% | 2 | 4% | 3% | -12% | -8% | -1% | Cc1ccnc(NC(=O)c2ccccc2NC(=O)c2ccccc2)c1
i | -14% | -12% | 6 | ? | 6% | -4% | -4% | -14% | OCCCNC(=S)Nc1ccc(Oc2ccccc2)cc1
-10% | -15% | 456%[activator] | -1 | 11%[12.7 µM] | 1% | 179%[activator] | 1% | 304%[activator] | Clc1ccsc1-c1ccc2ccccc2n1
-9% | 0% | 7% | 0 | 50µM* | 11% | 13% | 1% | -20% | Cc1cc(C)cc(OCC(=O)OCC(=O)N(CC(C)C)c2c(N)n(Cc3ccccc3)c(=O)[nH]c2=O)c1
8% | -25% | 72%[activator] | 1 | . | -2% | . | -2% | 17% | O=C(NCCC(=O)N1O[C@@H]2C=C[C@H]1C2)OCC1c2ccccc2-c2ccccc21
i | 4% | 48%[activator] | 2 | 22µM* | -11% | 8% | -6% | -16% | Cc1cccc(-c2c3c(=O)n(C)c(=O)n(C)c3cn2CCO)c1
-3% | -1% | 26% | -2 | . | 0% | 0% | 0% | -8% | O=c1c2ccccc2nnn1CCN1CCOCC1
i | 0% | -3% | 0 | 26% | -1% | -24% | 10% | -19% | COCC(=O)NC1CCN(CC(=O)Nc2ccccc2[N+](=O)[O-])CC1
-6% | -19% | 36% | 3 | 23%[2.33 µM] | 1% | 1% | -7% | -13% | CSc1cccc(NC(=O)Nc2nc3c(C)cccc3s2)c1
-5% | -5% | 24% | -2 | 6%[59 µM] | -4% | 0% | 2% | -19% | O=C(NCCc1ccc(F)cc1)C(=O)NCC(c1ccco1)S(=O)(=O)c1ccccc1 (stereo not drawn)
-4% | -13% | 38% | -3 | -15% | 0% | -25% | 21% | -17% | Cc1ccc(S(=O)(=O)Nc2ccc3c(c2)nc(CN2CCCC2)n3C)cc1
-5% | 6% | 17% | -5 | -10%[59 µM] | -6% | -26% | 12% | -5% | CCC1Sc2ccc(S(=O)(=O)CCC(=O)NCc3cccs3)cc2NC1=O (stereo not drawn)
. | -9% | 24% | -5 | 23% | -15% | 5% | 4% | -8% | CCOC(=O)c1ccc(N/C=C/C(=O)c2ccc(OC)cc2)cc1

High-throughput results: PubChem BioAssay, National Center for Advancing Translational Sciences (NCATS)
